TPT1 inhibitor = C. albicans TPT1 enzyme inhibition. 300,000 tested, 0.81% active. inhibition, % at 5 µM. recombinant caTPT1, FP RNA substrate dephosphorylation. AID 1962;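 active means inhibition above the mean of all tested compounds plus 3 SD, set per screening campaign, cut at about 24% in these data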;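 further: plate controls were DMSO alone for no effect and ferristatin control at 100 nM for full effect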
PP5 inh = PP5 (human) phosphatase inhibition | purified PP5c, OMFP substrate fluorescence | inhibition, % at 6.7 µM | 320,000 tested, 0.18% active | AID 1987;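 active means inhibition above the campaign's mean inhibition across all tested compounds plus 3 SD, cut at about 9.5% in these data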;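 further: 0% = DMSO only and 100% = 100 µM cantharidin control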
Target sequence (P53041 whole entry, looked up): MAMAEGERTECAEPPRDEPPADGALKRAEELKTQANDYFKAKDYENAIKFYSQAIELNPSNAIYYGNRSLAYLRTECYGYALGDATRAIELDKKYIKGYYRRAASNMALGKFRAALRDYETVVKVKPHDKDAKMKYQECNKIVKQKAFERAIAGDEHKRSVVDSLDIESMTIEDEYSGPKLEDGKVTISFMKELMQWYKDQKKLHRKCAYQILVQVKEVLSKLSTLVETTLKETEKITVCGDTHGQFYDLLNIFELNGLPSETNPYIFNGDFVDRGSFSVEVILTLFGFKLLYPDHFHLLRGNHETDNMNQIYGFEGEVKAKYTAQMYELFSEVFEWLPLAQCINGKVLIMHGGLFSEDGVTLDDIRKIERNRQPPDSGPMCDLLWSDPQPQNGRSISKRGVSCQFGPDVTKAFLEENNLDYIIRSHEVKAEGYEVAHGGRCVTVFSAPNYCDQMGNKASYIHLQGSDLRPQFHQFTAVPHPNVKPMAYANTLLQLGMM
AHR activator = activators of human aryl hydrocarbon receptor; P35869; AHR-responsive luciferase reporter cells, luminescence; 320,000 tested, 2.5% active; activation, % at 5 µM; in the data active means activation above about 47%;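 further: 0% = vehicle wells and 100% = reference agonist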
CTSL1 counter = blocks F. hepatica cathepsin L1 in PFM18AAP counter-screen; recombinant F. hepatica cathepsin L1, Z-Leu-Arg-MCA fluorescence; inhibition, % at 5.96 µM; 300,000 tested, 0.49% active;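 active means inhibition above the mean of all tested compounds plus 3 SD, set per screening campaign, cut at about 17% in these data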;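 further: 0% = plate median of test compound wells and 100% = 1 µM Z-Phe-Ala-diazomethylketone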
PP1 inh = PP1-alpha (human) inhibition in PP5 counter-screen | P62136 | purified PP1alpha, OMFP fluorescence | inhibition, % at 6.7 µM | 320,000 tested, 0.9% active;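 active means inhibition above the mean inhibition of all tested compounds plus 3 SD, computed separately for each screening campaign, cut at about 15% in these data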
Target sequence (P62136 whole entry, looked up): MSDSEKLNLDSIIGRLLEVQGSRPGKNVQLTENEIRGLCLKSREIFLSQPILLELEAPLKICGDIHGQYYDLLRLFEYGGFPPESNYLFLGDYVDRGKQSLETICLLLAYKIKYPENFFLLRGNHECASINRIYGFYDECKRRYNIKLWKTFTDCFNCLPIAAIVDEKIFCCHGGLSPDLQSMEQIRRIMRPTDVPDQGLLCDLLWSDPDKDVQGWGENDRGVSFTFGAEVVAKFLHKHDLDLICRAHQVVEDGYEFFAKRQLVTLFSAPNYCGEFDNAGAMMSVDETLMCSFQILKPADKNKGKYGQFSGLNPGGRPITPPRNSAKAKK
proCasp7 act = counter-screen for procaspase-3 activators: activators of human procaspase-7; P55210; recombinant procaspase-7, Ac-DEVD-pNA absorbance 405 nm; D23A/D198A/D206A triple mutant, cannot self-cleave; scale: DMSO 0, 5 µM enzyme 100; activation, % at 8.5 µM; 330,000 tested, 0.093% active; AID 463210;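 active means percent activation above the screen-wide mean plus 3 SD, cut at about 25% in these data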
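System: Procaspase-7 triple mutant (PC-7 D3A); measure: % activation from two-timepoint absorbance difference, scaled to controls; times: 1 h compound preincubation, 2 h substrate cleavage, 25 °C; also added: Ac-DEVD-pNA substrate, 400 µM as added; measured by: Epi-absorbance of released pNA at 405 nm, two timepoints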
core dimer inh = HCV core protein dimerization inhibition; TR-FRET GST/Flag-core106 dimerization, 1536-well; inhibition, % at 5 µM; AID 1899; 300,000 tested, 0.33% active;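 active means inhibition above the mean of all tested compounds plus 3 SD, set per screening campaign, cut at about 45% in these data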
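Material: GST/Flag-tagged HCV core106 proteins. Incubation: 4 h, 22.5 °C incubation. Read-out basis: inhibition (%) from 671 over 617 nm ratio. Measured by: TR-FRET, excitation 340 nm, emission 617 and 671 nm.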
procasp3 activ = activates human procaspase-3; 330,000 tested, 0.11% active; activation, % at 8.5 µM; recombinant procaspase-3 D3A, Ac-DEVD-pNA absorbance 405 nm; AID 463141; P42574;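 active means activation above the mean of all tested compounds plus 3 SD, cut at about 21% in these data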;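 further: 0% = DMSO alone and 100% = DMSO wells spiked with extra 5 µM PC-3 D3A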
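System: Procaspase-3 D3A mutant. Medium: Zinc-free 300 mM NaCl, 50 mM HEPES, 0.01% Triton X-100. Schedule: 1 h preincubation plus 2 h reaction at 25 °C. Measured by: 405 nm absorbance of p-nitroaniline, reads at 0 and 120 min. Read-out: percent activation relative to control range.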
PAFAH2 FP inh = inhibitors of human PAFAH2; Q99487; recombinant PAFAH2, FP-rhodamine activity probe, fluorescence polarization; inhibition, % at 3.39 µM; 340,000 tested, 0.99% active; AID 492956;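 active means inhibition above the mean over all tested compounds plus 3 SD, cut at about 30% in these data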;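 further: inhibitors block probe labeling of enzyme so polarization drops; 0% = enzyme with DMSO and 100% = wells lacking PAFAH2 protein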
* = called active by the depositor; x = not tested or not shown; & = joins results of further samples.

Preview (three entries):
SMILES | TPT1 inhibitor | PP5 inh | AHR activator | CTSL1 counter | PP1 inh | proCasp7 act | core dimer inh | procasp3 activ | PAFAH2 FP inh
CCCCc1cc2c(s1)CCCC/C2=N/O | 2.0 | 3.8 | 6.1 | 0.9 | 2.3 | -0.6 | 8.3 | 3.6 | 3.5
CC(=O)c1c(O)c2ccccc2n(C(C)C)c1=O | 3.6 | -0.6 | 2.6 | -7.5 | 4.7 | -8.8 | 17.6 | -4.5 | 5.6
CCOC(=O)C1(Cc2cccc(F)c2)CCN(C(=O)Cn2cnnn2)CC1 | -4.9 | -0.9 | 1.9 | -1.9 | 0.1 | -6.4 | 0.4 | 1.1 | -0.7

The listing, previewed entries included:
SMILES | TPT1 inhibitor | PP5 inh | AHR activator | CTSL1 counter | PP1 inh | proCasp7 act | core dimer inh | procasp3 activ | PAFAH2 FP inh
CCCCc1cc2c(s1)CCCC/C2=N/O | 2.0 | 3.8 | 6.1 | 0.9 | 2.3 | -0.6 | 8.3 | 3.6 | 3.5
CC(=O)c1c(O)c2ccccc2n(C(C)C)c1=O | 3.6 | -0.6 | 2.6 | -7.5 | 4.7 | -8.8 | 17.6 | -4.5 | 5.6
CCOC(=O)C1(Cc2cccc(F)c2)CCN(C(=O)Cn2cnnn2)CC1 | -4.9 | -0.9 | 1.9 | -1.9 | 0.1 | -6.4 | 0.4 | 1.1 | -0.7
CNC(=S)NC1CC2CCCC(C1)N2Cc1ccc(C)cc1 (stereo not given) | -3.3 | -2.3 | 3.1 | 0.7 | -4.0 | 4.3 | -4.2 | 9.5 | -0.3
Cc1ccc(C(=O)Nc2ccc(S(=O)(=O)N3CCOCC3)cc2)cc1 | -2.6 | 1.5 | 0.7 | -1.6 | 0.2 | 8.7 | 0.2 | 8.2 | -6.4
O=C(CCN1C(=O)C2C3CCC(C3)C2C1=O)Nc1ccc(Br)cc1 (stereo not given) | -2.1 | -0.2 | 0.2 | -3.4 | -3.1 | -3.1 | 2.7 | -1.3 | -0.2
NS(=O)(=O)c1ccc(NC(=O)c2ccc(CSc3ccccc3)o2)cc1 | 0.1 | -2.9 | 2.5 | -0.1 | -2.7 | -0.8 | 11.2 | 5.1 | -15.0
CN(c1nc2ccccc2nc1Cl)S(=O)(=O)c1ccccc1 | -2.9 | -0.8 | 2.1 | 0.9 | -4.1 | 1.3 | 5.0 | 0.5 | 1.1
N#Cc1cc(-c2cccc(Cl)c2)c[nH]c1=O | 1.5 | 0.0 | 3.6 | 4.1 | -1.0 | 15.8 | -1.3 | 4.6 | -9.1
O=C(COn1nnc2ccc(C(F)(F)F)cc21)Nc1c(Cl)cccc1Cl | -2.9 | 1.0 | 9.3 | 4.6 | 2.6 | 6.6 | -2.9 | 5.6 | 1.9
Cc1nnc(C)n1/N=C/c1cccs1 | -2.9 | 1.8 | 0.6 | -0.1 | -0.9 | 4.2 | -6.3 | 2.8 | 0.1
Cc1cccc(OCC(=O)NCc2ccc(F)cc2)c1 | 2.5 | -1.7 | 1.9 | -0.2 | -0.8 | -10.3 | 6.2 | -0.5 | 2.4
O=C(c1ccc(Cl)cc1)N1CCN=C1c1ccccc1 | -4.1 | 4.3 | -1.2 | -1.9 | 1.8 | 0.6 | 6.0 | -2.0 | 6.1
Cc1ccc2nc(C(C)O)[nH]c2c1 (stereo not given) | -5.7 | 1.1 | 0.4 | -2.1 | -1.0 | 4.5 | -5.9 | 3.1 | -17.1
Cc1cc(C(=O)N2CCN(c3ncccc3C#N)CC2)no1 | -3.2 | 1.8 | -3.6 | -1.6 | -5.8 | 7.8 | 0.7 | -2.6 | 11.0
O=S(=O)(NC1CCCCC1)c1cccc(-c2nnc(-c3ccccc3)o2)c1 | 3.5 | 0.0 | -1.1 | 2.9 | 3.6 | 5.8 | 3.0 | -2.5 | 11.0
Cc1ccc(-c2nc(NC(=O)c3nn(C)cc3[N+](=O)[O-])sc2C)cc1 | -0.1 | 0.8 | 5.1 | 0.6 | 1.3 | -3.9 | -1.1 | 0.0 | -11.6
c1ccc(-c2noc(-c3cccc4ccccc34)n2)nc1 | -1.4 | -1.3 | 102.8* | -2.2 | 1.1 | -2.9 | -3.4 | -5.9 | 1.2
CCOC(=O)Cn1ccc(NC(=O)COc2ccc(F)cc2)n1 | -0.9 | 3.5 | 0.9 | -1.7 | 0.1 | -7.3 | 3.0 | -3.7 | 1.6
COc1ccc(NC(=O)CSC2CCCCC2)cc1 | -3.0 | 0.0 | 0.1 | -1.9 | -2.7 | 3.2 | -0.9 | 15.9 | 0.0
CCc1cc(S(N)(=O)=O)cc(CC)c1NC(C)=O | -0.8 | 4.2 | -2.1 | 1.3 | -0.7 | -9.3 | 2.6 | 2.1 | 1.1
Cc1ccc(OCCCC(=O)N(C)CC(=O)Nc2ccccc2Cl)cc1 | -0.8 | -0.3 | -3.8 | 0.1 | -4.9 | 9.2 | 2.9 | -1.5 | 7.1
CCOC(=O)N1CCN(CCC(=O)Nc2cccc(C)c2)CC1 | 4.7 | 0.8 | 1.1 | -6.1 | -3.3 | -7.1 | -1.8 | 3.6 | 1.4
Cc1ccc(CN2CCN(CC(=O)N3CCc4ccccc4C3)C2=O)cc1 | -2.9 | 1.5 | 2.6 | 3.3 | 0.2 | 13.8 | -1.6 | 2.6 | x
O=C(Nc1ccccc1Oc1ccccc1)C1CCCC1 | 1.5 | 4.0 | 3.3 | -0.7 | 0.0 | -9.0 | -6.6 | 5.5 | 0.3
Cc1ccc(C(O)CCc2ccc(N)cc2)cc1 (stereo not given) | -1.2 | 0.9 | 2.3 | 1.1 | 0.7 | 8.4 | -19.6 | -3.4 | -7.4
COc1cc(S(=O)(=O)NC(C)C)ccc1Cl | 0.5 | 3.4 | -4.0 | -3.1 | -4.3 | -1.4 | -0.5 | 3.9 | 8.0
COc1ccc2nc3c(cc2c1)c(NC(=O)C1CCCO1)nn3CC(C)C (stereo not given) | -2.6 | 0.9 | 44.7 | 1.3 | 3.9 | 5.1 | -12.4 | 0.3 | -2.8
Cc1ccc2[nH]c(=O)c(C(c3nnnn3Cc3ccccc3)N3CCc4ccccc43)cc2c1 (stereo not given) | 1.1 | 3.4 | 19.9 | 4.5 | 7.4 | -19.9 | 13.8 | -3.2 | 0.7
O=C(NCc1ccccn1)c1ccc(/C=N/O)nc1 | -6.5 | -1.0 | 1.4 | 0.8 | -4.6 | 7.3 | -3.3 | 2.1 | -1.6
CN(c1ccccc1)S(=O)(=O)c1ccc(C(=O)NCC2CCCO2)cc1 (stereo not given) | -3.2 | 1.5 | 6.8 | -3.9 | -1.8 | 15.8 | -9.4 | -0.1 | -4.3
NC(=O)c1ccc(NC(=O)COC(=O)c2ccc3c(c2)OCO3)cc1 | x | 0.8 | -1.3 | x | -0.5 | 9.4 | x | -6.5 | 3.8
COc1ccc(CCCc2nnc(SCC(=O)Nc3ccc(C)c(C)c3)o2)cc1 | 0.0 | 8.9 | 4.7 | -2.0 | 1.4 | -2.1 | 2.7 | -10.1 | 4.1
CC(=O)Oc1ccc(N(C(C)=O)S(=O)(=O)c2cccs2)c2ccccc12 | -1.9 | 0.0 | 25.4 | -17.7 | 0.7 | -26.1 | -0.5 | -21.8 | 5.7
COc1ccc(C(=O)O/N=C(\N)c2ccccc2)cc1OC | -2.6 | 0.8 | 13.6 | 0.3 | -2.5 | 13.8 | 1.5 | 9.3 | 14.3
O=C(Nc1nccs1)c1ccc(Cl)c(S(=O)(=O)N2CCOCC2)c1 | 0.4 | 1.0 | 10.5 | 0.1 | -0.9 | 0.9 | 3.0 | -1.6 | -1.7
Cc1ccc(Cl)cc1NC(=O)c1ccccc1OCC(=O)Nc1ccc(Cl)cc1 | 0.5 | 3.2 | 5.4 | 2.1 | 2.1 | 6.7 | 7.0 | 4.4 | -0.3
Cc1cc(C(=O)NNC(=S)NC(C)c2ccccc2)c2ccccc2n1 (stereo not given) | -0.4 | -1.4 | 1.0 | 2.5 | 0.5 | 4.5 | 1.5 | 0.3 | 18.1
O=C(NC1CCC(C(=O)O)CC1)OCc1ccccc1 (stereo not given) | 3.6&0.3 | -0.1&1.1 | -4.0&-0.2 | 1.3&4.0 | -0.1&-7.1 | 2.2&1.3 | -0.3&-1.9 | -1.0&-6.1 | 5.2&-1.9
C(=N\n1cnnc1)/c1ccc2c(c1)OCO2 | 0.6 | 1.4 | 6.2 | -1.2 | 3.3 | 1.3 | -1.2 | -2.6 | 4.0
CC(C)Cc1nc2n[nH]c(N)c2c2c1COC(C)(C)C2 | -3.7 | -4.0 | 1.0 | -1.2 | -1.0 | 3.1 | -7.5 | 2.4 | 7.4
CCC(=O)c1ccc(OCC(=O)OCC(=O)c2cc(C)n(C3CC3)c2C)cc1 | 1.9 | 2.7 | -1.6 | -5.2 | 0.1 | 0.3 | 4.2 | 3.2 | -1.5
CCOc1ncnc2c1sc1nc(C)cc(C)c12 | -2.9 | 2.9 | 11.6 | -0.3 | -6.8 | 10.8 | -1.4 | 5.8 | 0.5
COC(=O)[C@@]12CCCCN1[C@H](c1ccc(-c3ccc(OC)cc3)c(OC)c1)[C@@H]1C(=O)N(C)C(=O)[C@@H]12 | -0.2 | 5.5 | 1.1 | 2.6 | 0.4 | -8.2 | 3.8 | -2.1 | 0.2
O=[N+]([O-])c1nn(-c2ccc3c(c2)OCCO3)n(O)c1=NCc1ccc(F)cc1 | -1.2 | 1.2 | 24.2 | 0.0 | -8.0 | -0.1 | 1.5 | -12.1 | -2.1
Cc1ccccc1OCCOc1ccc([N+](=O)[O-])cc1/C=N/n1cnnc1 | 2.1 | 2.5 | 37.7 | 1.8 | 1.5 | 5.9 | -0.9 | 8.4 | 5.8
COc1ccc(N2CCN(C(=O)Cc3csc(NC(=O)Nc4ccccc4OC)n3)CC2)cc1 | -1.9 | 1.7 | 19.8 | 1.5 | -5.8 | 1.2 | 2.2 | 4.7 | -0.2
Cc1c2c(nc3ccccc13)CCC(C(C)(C)C)C2 (stereo not given) | 1.4 | -0.7 | 0.7 | -3.9 | 7.4 | -1.8 | 8.2 | -6.0 | 6.5
CSc1ncc(CN2CCCC(C(=O)c3ccc(C(C)(C)C)cc3)C2)cn1 (stereo not given) | -0.1 | 1.5 | 12.4 | 1.6 | -0.4 | 2.8 | 1.4 | 11.1 | -2.2
CCCC(=O)Nc1ccc(S(=O)(=O)N2CCOCC2)cc1 | -4.1 | -0.4 | -1.4 | 0.8 | 6.1 | 1.5 | -4.4 | -1.4 | -0.5
Cc1cccn2c(=O)c(/C=C(\C#N)S(=O)(=O)c3ccccc3)c(N3CCN(c4ccccc4)CC3)nc12 | -3.3 | 0.5 | 7.4 | 0.1 | -4.0 | 8.9 | 40.9 | 0.0 | 3.4
C=CCn1c(CSc2nc3ccccc3s2)nnc1SCC(=O)NCc1ccco1 | -1.4 | -0.3 | 2.0 | 0.1 | 2.0 | -9.8 | 12.2 | -18.2 | 1.2
Cn1c(C(=O)OC(C(=O)NC2CCCCC2)c2cccnc2)cc2sccc21 (stereo not given) | -0.9 | 3.9 | 0.8 | 1.8 | 6.5 | 3.6 | -1.3 | -9.3 | -5.5

Screens: PubChem BioAssay, The Scripps Research Institute Molecular Screening Center
